697 NFkB inh: lowers PMA/ionomycin-induced NF-kB signal in 697 B cells; 697 B-cell NF-kB luciferase reporter, 16 h; AID 435022; 330,000 compounds, 0.33% hits; inhibition, % at 4 µM; in the data active = inhibition above about 35%
CHOP UPR activ: activators of apoptotic arm of unfolded protein response (CHOP) | CHO-CHOP luciferase reporter, UPR activation, luminescence; percent of tunicamycin response over DMSO baseline | AID 449763 | 330,000 compounds, 0.34% hits | activation, % at 10 µM;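 active = at 10 µM dose, activation of 40% or more, normalized to positive control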;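 also: 100% = tunicamycin at 10 µg/mL and 0% = DMSO alone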
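Material: CHO-CHOP cells, stable luciferase reporter of PERK-eIF2a-CHOP signalling; quantity: 500 reporter cells seeded per well; buffer or medium: F12 medium containing 10% fetal bovine serum; compound: one dose, 10 µM in 0.5% DMSO; incubation: 6 h compound treatment, 37 °C; measured by: Steady-Glo luciferase luminescence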
XBP1 UPR activ: adaptive UPR (XBP1) activation; CHO-XBP1 luciferase reporter, IRE1-XBP1 UPR activation, luminescence; percent of tunicamycin response, DMSO as zero; activation, % at 20 µM; 330,000 compounds, 0.33% hits; AID 463104;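 active = versus positive control, 20 µM dose yields 30% or more activation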;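 also: 100% = tunicamycin at 10 µg/mL and 0% = DMSO only wells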
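Material: CHO-XBP1 cells stably carrying IRE1-XBP1-driven luciferase reporter | Medium: F12 with 10% serum | Compound dosing: 20 µM single concentration, DMSO 1% | Incubation: Overnight seeding at 37 °C, 6 h compound treatment at 37 °C | Detection: Steady-Glo luminescence read | Read-out basis: % activation of reporter signal versus tunicamycin and DMSO controls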
Jurkat NFkB inh: lowers PMA/ionomycin-induced NF-kB signal in Jurkat cells | PMA/ionomycin-induced NF-kB luciferase reporter, luminescence | inhibition, % at 4 µM | 330,000 compounds, 0.53% hits; in the data active = inhibition above about 50%
CXCR6 block: CXCR6 (human) receptor inhibition; inhibition, % at 20 µM; 360,000 compounds, 0.36% hits; AID 602244; CHO-K1 PathHunter CXCR6 beta-arrestin, luminescence; O00574; in the data active = inhibition above about 34%, passing the limit was not always enough;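 also: antagonist mode with CXCL16 agonist at 10 nM final; 0% = 10 nM CXCL16 with DMSO and 100% = unstimulated wells without agonist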
Target sequence (O00574 whole entry, looked up): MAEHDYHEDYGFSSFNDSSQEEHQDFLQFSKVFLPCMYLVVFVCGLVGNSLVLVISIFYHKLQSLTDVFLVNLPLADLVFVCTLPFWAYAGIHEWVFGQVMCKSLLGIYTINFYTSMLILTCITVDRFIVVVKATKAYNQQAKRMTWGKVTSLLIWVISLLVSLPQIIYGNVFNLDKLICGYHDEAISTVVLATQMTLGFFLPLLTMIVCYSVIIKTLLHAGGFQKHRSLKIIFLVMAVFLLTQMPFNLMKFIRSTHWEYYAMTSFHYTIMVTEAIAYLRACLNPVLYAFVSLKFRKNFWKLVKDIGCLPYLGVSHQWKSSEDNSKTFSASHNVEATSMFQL
Gli-Sufu block: blocks Gli-Sufu signaling in a luciferase reporter; 340,000 compounds, 0.74% hits; Sufu-KO-LIGHT fibroblasts, Gli luciferase reporter luminescence; AID 588413; inhibition, % at 5 µM;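 active = inhibition above about 55%, limit read from the data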;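 also: 0% = DMSO-treated cells and 100% = wells with medium but no cells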
CCR6 antag: CCR6 (human) receptor antagonism; 340,000 compounds, 0.49% hits; CHO-K1 CCR6 PathHunter beta-arrestin, luminescence, CCL20-stimulated; inhibition, % at 20 µM; P51684; AID 493098;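 active = compounds whose inhibition of the agonist-driven luminescence signal at 20 µM reaches about 50%, limit read from the data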;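 also: cells stimulated with CCL20 at 14 nM final; plate controls were DMSO with CCL20 for no effect and DMSO without agonist for full effect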
Target sequence (P51684 whole entry, looked up): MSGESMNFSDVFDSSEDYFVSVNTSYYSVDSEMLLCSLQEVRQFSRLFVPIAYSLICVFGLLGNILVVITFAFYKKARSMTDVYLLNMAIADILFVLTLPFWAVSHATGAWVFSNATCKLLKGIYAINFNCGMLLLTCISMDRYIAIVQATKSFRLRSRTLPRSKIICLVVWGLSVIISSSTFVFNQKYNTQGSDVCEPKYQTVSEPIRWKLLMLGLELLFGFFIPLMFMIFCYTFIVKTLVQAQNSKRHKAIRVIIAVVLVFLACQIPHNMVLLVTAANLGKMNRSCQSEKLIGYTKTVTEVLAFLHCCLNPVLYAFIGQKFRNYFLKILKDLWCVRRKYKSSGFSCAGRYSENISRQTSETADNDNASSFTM
EBI2 antag: antagonists of human EBI2 receptor | P32249 | EBI2 beta-arrestin recruitment, luminescence, 7a,25-OHC stimulated | inhibition, % at 5 µM | 360,000 compounds, 0.81% hits; in the data active = inhibition above about 38%;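 also: enzyme fragment complementation signal reports receptor beta-arrestin coupling in cells; 0% = agonist plus DMSO wells and 100% = wells without agonist; some results beyond the cut were filed as inactive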
Target sequence (P32249 whole entry, looked up, the tested form may be a part): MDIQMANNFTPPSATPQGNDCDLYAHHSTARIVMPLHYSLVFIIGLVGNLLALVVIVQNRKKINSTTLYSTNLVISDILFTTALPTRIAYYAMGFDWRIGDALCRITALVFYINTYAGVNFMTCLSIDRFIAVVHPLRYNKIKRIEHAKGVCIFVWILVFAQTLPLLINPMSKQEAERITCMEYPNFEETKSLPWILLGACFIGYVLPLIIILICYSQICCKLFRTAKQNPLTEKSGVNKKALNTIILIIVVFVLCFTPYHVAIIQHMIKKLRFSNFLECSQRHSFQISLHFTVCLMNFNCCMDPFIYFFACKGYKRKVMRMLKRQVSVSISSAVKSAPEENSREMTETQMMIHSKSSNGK
Mdm2 MdmX PPI: human Mdm2/MdmX binding inhibition | O15151+Q00987 | SaOS-2 split-luciferase Mdm2/MdmX complementation, luminescence | inhibition, % at 8 µM | 330,000 compounds, 3% hits | AID 485346;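 active = inhibition of at least 50% at 8 µM in the primary screen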
Numbers without * were called inactive; / = no result given.

SMILES	697 NFkB inh	CHOP UPR activ	XBP1 UPR activ	Jurkat NFkB inh	CXCR6 block	Gli-Sufu block	CCR6 antag	EBI2 antag	Mdm2 MdmX PPI
COC(=O)c1ccc(NC(=O)CN2C(=O)c3ccccc3S2(=O)=O)cc1	-6.7	0.2	-4.3	-4.9	8.3	-6.7	11.9	-2.5	7.7
O=C(O)C/C(=C\c1ccc(N2CCOCC2)c([N+](=O)[O-])c1)c1nc2ccccc2s1	-0.6	1.7	2.7	-2.5	4.2	-0.9	22.1	-9.6	11.6
CCN(c1ccc(NS(=O)(=O)c2cc(Cl)ccc2Cl)cc1)C(C)C	-16.8	1.5	0.0	12.4	5.4	5.0	4.8	26.1	21.1
CCc1ccc(CNCc2cccnc2)cc1	-2.0	0.8	-0.9	7.7	3.2	1.1	7.9	-0.4	30.9
CCOc1ccc(C(C(=O)NCC2CCCO2)N(C(=O)c2snc(C(N)=O)c2N)c2ccc3c(c2)OCCO3)cc1 (stereo unspecified)	26.9	0.7	-6.7	0.7	3.8	-16.6	4.3	22.5	19.8
Cc1ccc(NC(=O)CSC2=C(C#N)C(c3ccco3)C3=C(CCCC3=O)N2)cc1 (stereo unspecified)	-15.6	-0.5	-3.1	-33.2	-9.0	-1.5	-0.6	0.3	-7.5
CCCS(=O)(=O)N1CCCC(C(=O)NCCN(CC)CC)C1 (stereo unspecified)	-7.5	0.6	-2.2	-12.5	-17.9	-7.0	8.6	-9.6	-5.1
COc1cc(NC(=O)CSc2nc3ncnc(N)c3[nH]2)c(C(=O)O)cc1OC	-33.0	0.7	4.1	-0.9	-6.5	-8.0	0.9	-5.3	-7.9
CCC(CC)C(=O)Nc1nnc(S(=O)(=O)Nc2ccccc2C)s1	-12.5	-2.4	-3.7	-16.7	-5.9	2.4	1.0	4.1	-25.7
COc1cc(Cl)ccc1OCc1cc(C(=O)N(C)C2CCOC2)no1 (stereo unspecified)	-47.9	5.7	-0.7	-29.7	-2.2	0.3	-0.9	11.3	-59.3
CCOC(=O)C1=C(C)N(CCCC(=O)O)C(=O)NC1c1ccc2ccccc2c1 (stereo unspecified)	15.0	0.3	1.8	12.9	0.2	-6.0	-12.7	-4.5	-7.1
CCCOC(=O)c1ccc(NC(=O)CC(C)(C)C)cc1	-98.5	5.3	1.0	-111.1	-0.5	-95.9	-10.8	11.1	-111.7
Cn1cc(C(=O)N2CCN(c3ccccn3)CC2)c(=O)c2cc(S(=O)(=O)N3CCOCC3)ccc21	10.6	-2.3	1.2	5.4	-2.2	2.0	-7.4	-8.5	0.4
CCCn1c(-c2cccs2)nc2nc3ccccc3nc21	1.7	2.8	0.7	-12.6	2.6	12.3	-7.5	-10.9	-21.8
Cc1ccc(C(=O)NCCNC(=O)c2ccc(F)cc2)cn1	-3.4	1.3	-0.3	-10.0	4.5	-7.9	-4.2	-2.5	-7.8
c1ccc(Sc2nc(N3CCCCC3)nc(N3CCCCC3)n2)nc1	-58.5	-1.2	-1.2	-10.9	3.9	8.4	-4.3	4.2	-18.0
O=C(CCN1C(=O)C2C3C=CC(C3)C2C1=O)NCC1CCCO1 (stereo unspecified)	-0.6	-0.5	-2.5	-6.7	4.5	-4.8	-0.1	4.4	13.4
COC(=O)N/N=C(\C)c1ccccc1OC(F)F	-7.9	2.6	-2.4	-6.7	-3.7	2.2	7.3	-5.5	22.6
O=C(NC1CCCc2ccccc21)C1CCN(c2c3c(nc4ncnn24)CCC3)CC1 (stereo unspecified)	-1.4	-1.6	-3.6	13.8	2.8	10.0	9.4	-10.1	11.2
C/C(CC1CC(C)(C)OC1=O)=N/Nc1nc(-c2ccccc2)cs1 (stereo unspecified)	-13.3	6.9	2.1	-26.6	-10.6	-11.2	-10.7	-1.7	11.0
CC/C(CC(=O)C(F)(F)F)=N\NC(=O)/C(C#N)=C/N(C)C	14.0	-1.8	-1.9	19.4	1.9	8.1	-4.5	-2.9	6.1
COc1cc(/C=N/Nc2ccccc2C(F)(F)F)ccc1O	-10.2	7.1	1.5	-26.9	-5.4	-1.8	-5.1	-6.5	-10.8
COc1ccc(Br)cc1CN1CCN(C(=O)c2ccc(OC)c(OC)c2)CC1	9.6	-2.0	-4.2	13.7	5.6	14.3	2.3	4.9	-5.1
COC(=O)[C@@]1(Cc2ccc(OC)cc2)[C@@H]2C(=CC(=O)[C@H]2CC(=O)C(=O)N(C)C)CN1C(=O)c1ccccc1	8.1	-1.5	-2.8	4.2	/	4.0	10.8	/	24.8
O=C(O)/C=C(/c1ccccc1)C(F)(F)F	/	/	/	/	-14.7	-4.7	0.7	1.2	/
O=c1oc(-c2cccc([N+](=O)[O-])c2)nc2ccccc12	13.6	1.8	-2.5	11.5	-4.6	-11.2	8.9	1.0	14.4
O=C(CCc1nnc2ccc(N3CCCCC3)nn12)NCC1CCN(Cc2ccc(F)cc2)CC1	-4.7	0.6	-3.3	0.4	-5.0	8.0	8.1	3.1	29.5
Cc1ccccc1CN1CCN(CC(=O)NC(C)c2ccccc2)CC1 (stereo unspecified)	2.5	1.1	-4.7	10.0	-6.2	0.4	3.8	-2.7	-2.4
COc1ccc(CNCc2ccccc2C(F)(F)F)cc1	9.1	2.4	-3.1	10.3	0.0	5.9	-6.0	9.8	17.2
Nc1nnc(CC(=O)N/N=C/c2ccc(-c3ccccc3Cl)o2)s1	-1.6	-0.1	-1.4	1.6	-0.2	-14.5	11.9	2.5	18.4
Cn1cnc(S(=O)(=O)Nc2ccccc2N2CCOCC2)c1	-29.1	-1.2	-2.9	-11.4	-15.6	4.2	-2.5	-5.4	-6.1
O=C(NCCC1CCCCN1S(=O)(=O)c1ccccc1)C(=O)NCc1ccncc1 (stereo unspecified)	34.2	2.2	0.0	-10.3	-0.3	44.9	11.8	-4.4	-19.6
O=C(C[C@H]1C/C=C\C[C@@H](Cc2ccc(F)cc2)C(=O)O[C@@H](c2ccccc2)CNC1=O)NCCO	-2.4	2.5	-0.9	4.4	-1.5	2.5	-0.8	6.7	13.6
O=C(O)c1cn(Cc2cccnc2)c(=O)c2ccccc12	3.0	-1.2	-1.2	5.5	/	/	/	/	9.0
Cc1cc(C)nc(SCc2nc3ccccc3n2C)n1	-24.3	3.5	4.5	-11.6	2.0	-4.2	-6.6	4.8	-20.8
NC(=NC(=O)c1ccc(OC(F)(F)F)cc1)c1ccc(C(F)(F)F)cn1	-6.8	1.6	-0.1	-1.0	-0.1	-4.7	7.2	-5.5	12.3
Cc1ccc(Nc2ncnc3sccc23)c(C)c1	-4.7	6.2	2.8	-14.0	-5.2	-34.0	18.1	1.1	-20.8
Cc1ccc(/C=N/N2C(=O)C3C(C2=O)C2C=CC3C23CC3)o1 (stereo unspecified)	17.2	0.2	-0.3	2.5	-10.1	-8.6	-4.1	0.2	12.9
O=S(=O)(/N=C(\Nc1ccc(F)cc1)C(F)(F)F)c1ccccc1	13.7	-0.7	-2.2	7.6	-0.7	-4.0	-6.8	-2.4	5.9
COCC(C)n1c(COc2ccccc2F)nnc1SCC(=O)Nc1oc(C)c2c(C)n[nH]c(=O)c12 (stereo unspecified)	-5.0	-1.4	0.3	-7.8	-1.3	-3.5	-3.1	-13.6	8.8

One compound at a time, as listed above.
Nc1nnc(CC(=O)N/N=C/c2ccc(-c3ccccc3Cl)o2)s1 across the screens: 697 NFkB inh: -1.6; CHOP UPR activ: -0.1; XBP1 UPR activ: -1.4; Jurkat NFkB inh: 1.6; CXCR6 block: -0.2; Gli-Sufu block: -14.5; CCR6 antag: 11.9; EBI2 antag: 2.5; Mdm2 MdmX PPI: 18.4
Cc1cc(C)nc(SCc2nc3ccccc3n2C)n1 across the screens: 697 NFkB inh: -24.3; CHOP UPR activ: 3.5; XBP1 UPR activ: 4.5; Jurkat NFkB inh: -11.6; CXCR6 block: 2.0; Gli-Sufu block: -4.2; CCR6 antag: -6.6; EBI2 antag: 4.8; Mdm2 MdmX PPI: -20.8

Following part:
SMILES	697 NFkB inh	CHOP UPR activ	XBP1 UPR activ	Jurkat NFkB inh	CXCR6 block	Gli-Sufu block	CCR6 antag	EBI2 antag	Mdm2 MdmX PPI
Cc1ccc(CNC(=O)COC(=O)c2ccc(S(=O)(=O)N3CCCCCC3)cc2)cc1	-1.8	0.5	-2.5	-6.4	0.6	-11.7	9.2	-18.7	15.6
O=C(NCC1CC1)C1(C(F)(F)F)CC(CCc2ccccc2)CCCO1 (stereo unspecified)	3.6	0.8	-2.3	2.5	5.2	-1.2	16.6	19.3	-8.3
Cc1ccc(S(=O)(=O)N(CC(=O)Nc2ccc(C)c(Cl)c2)C(=O)N2CCN(C)CC2)cc1	-22.9	-0.4	0.3	-19.0	5.1	-16.5	2.3	-0.9	-24.4
C=CCOc1ccc(/C=C/C(=O)OCC(=O)NCc2ccco2)cc1	3.8	3.8	1.2	-12.5	-6.9	0.9	1.7	7.3	5.5
COc1cc2c(cc1OC)C1Cc3ccc(OC)c(OC)c3C[N+]1([O-])CC2 (stereo unspecified)	14.0	0.7	-2.8	-3.4	0.1	-6.7	-8.0	-1.4	-8.8
O=C(NC(=S)Nc1cccc(Cl)c1N1CCOCC1)c1cccs1	-19.4	-2.8	2.7	1.4	10.7	3.6	15.2	8.2	25.9
O=C(COc1ccc(F)cc1)Nc1nnc(-c2ccncc2)s1	16.8	-3.1	-1.6	24.5	-3.9	-22.4	-3.4	1.6	5.2
COc1ccccc1C(=O)N/N=C(\C)c1ccc(NC(=O)C2CC2)cc1	0.7	1.4	0.0	-1.3	-1.1	-7.0	-15.6	-17.7	-8.5
O=C(CSc1nnc(Cc2ccccc2)o1)NC1CCCCC1	-19.1	-0.5	1.7	-3.9	-5.5	-13.9	10.7	-7.8	29.6
S=C1N(c2ccccc2)C(c2ccc(Br)cc2)N2CCCN12 (stereo unspecified)	-34.2	0.5	-2.5	-4.8	10.4	3.7	10.4	-4.2	-5.9
O=c1[nH]nc(-c2ccc(F)cc2)cc1Cc1cccs1	4.9	0.0	2.1	-3.8	6.6	4.9	19.4	3.8	30.6
O=C(O)c1ccc(NN=CC2=C(N3CCOCC3)/C(=C/c3ccccc3)CC2)cc1	/	/	/	/	-2.9	-2.7	-7.5	-2.6	/
CCCCn1c(O)c(/C=C/C=C/C=Nc2ccccc2)sc1=S	-12.1	-0.1	6.8	-10.7	1.1	0.6	13.3	4.9	1.6
COc1ccc(NC(=O)C2CCCN2C(=O)NCc2ccccc2)cc1OC (stereo unspecified)	24.4	-0.1	-0.5	-2.0	3.9	-0.7	3.1	3.4	3.4
CCOC(=O)c1c(NC(=O)CSc2nnnn2-c2ccc3c(c2)OCCO3)sc(C)c1C	-2.1	-0.3	2.4	-16.3	2.0	11.2	21.3	11.3	-0.8
O=C(COC(=O)Cn1cc(C(F)(F)F)ccc1=O)Nc1ccccc1	-1.8	-0.7	-2.2	2.7	4.4	/	15.2	-5.1	3.2
COc1cc(/C=C2/SC(=S)N(CC(=O)Nc3cccnc3)C2=O)cc(OC)c1OC	-24.7	1.4	-0.5	-0.6	-1.3	3.2	15.2	4.9	11.8

Source: PubChem BioAssay (Sanford-Burnham Center for Chemical Genomics)
